# HADH2 inhib: blocks human hydroxyacyl-CoA dehydrogenase type II | Q99714 | recombinant HADH2, NADH fluorescence, beta-hydroxybutyryl-CoA | Potency, µM (highest dose often 57.1 µM), without a hit: at the top dose activity change, negative = inhibition, actives largely listed as inhibitors | actives 3.4% (n = 73,000) | AID 886; further: potency means the concentration at half of the fitted maximal effect; on the % scale 0 is the no-effect control and ±100 the full control effect; nearly all actives have a fitted effect of over 60% in size; many of its hits are not listed in these tables
# Target sequence (Q99714 whole entry, looked up, one chain of several): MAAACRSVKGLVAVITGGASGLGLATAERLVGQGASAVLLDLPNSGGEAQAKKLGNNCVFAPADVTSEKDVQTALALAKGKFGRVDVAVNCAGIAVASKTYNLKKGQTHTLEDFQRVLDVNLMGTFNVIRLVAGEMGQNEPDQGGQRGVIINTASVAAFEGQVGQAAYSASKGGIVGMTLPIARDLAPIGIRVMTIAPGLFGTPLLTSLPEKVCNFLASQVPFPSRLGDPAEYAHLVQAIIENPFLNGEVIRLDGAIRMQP
#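 His-tagged recombinant enzyme from E. coli, 20 nM, preincubated 15 min RT with compound; reaction started with 1 mM NAD+ and 90 uM beta-hydroxybutyryl-CoA in 100 mM Tris-HCl pH 9.0. NADH fluorescence (ex 360/em 450) read over 4 min; last-minus-first difference.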
# Pol III holo inh: blocks replication by bacterial DNA polymerase III holoenzyme; reconstituted DNA polymerase III holoenzyme replication, biochemical; Potency, µM (doses to about 57.1 µM), for the others: at the highest dose activity change, negative = inhibition; actives 0.25% (n = 71,000); further: potency means the concentration at half of the fitted maximal effect; on the % scale 0 is the no-effect control and ±100 the full control effect
#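 Reconstituted *E. coli* holoenzyme (0.35 nM Pol III, 1 nM beta, 154 nM SSB, 2 nM primase) was preincubated with compound for 15 min at RT. Synthesis on 1.4 nM ssM13Gori ran 35 min, then was stopped with PicoGreen/EDTA and read as dsDNA fluorescence.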
# GFP derepression: epigenetic GFP locus derepression in mouse cells | mouse C127i GFP locus derepression, cytometry, 30 h | Potency, µM (top dose mostly 46.1 µM), inactives show at the highest dose GFP derepression (activation) | actives 0.09% (n = 68,000) | AID 597; further: % of control where 0% means no effect
#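 Read-out is the number of GFP-positive cells, scored as fluorescent objects 20 to 120 um wide, reflecting derepression of a silenced CMV-GFP reporter in murine C127i cells after 30 h compound exposure at 37 C.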
# CRE Fsk mod: modulators of forskolin-stimulated CRE signaling in CHO cells. CHO CRE-bla reporter (cAMP response element driving beta-lactamase), forskolin EC10, beta-lactamase ratio. actives 2.5% (n = 71,000). Potency, µM (top dose mostly 38.2 µM), for the others: at the highest dose activity change, negative = inhibition, most hits filed as activators; active means well fitted activation curve with a large enough effect in the signal ratio, with a control signal flat, not every such curve was filed as active; inconclusive means small, poorly fitted or top-dose-only effect, or effect the other way, or a change in a side signal; the % refers to the signal ratio; further: potency means the concentration at half of the fitted maximal effect; % of control where 0% means no effect
#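 CHO CRE-bla cells, overnight plating in Opti-MEM with 0.5% dialyzed FBS; cpd titration + EC10 NKH 477, 3 h 37 °C; CCF4 2 h RT; ex 405/em 460 vs 530 ratio → %Activity, AC50.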
# HBB splice mod: modulators of hemoglobin beta chain splicing; HBB splicing reporter cell assay, activation; EGFP reporter with mutant IVS2-654 intron; response scale: normalised to 500 nM splice-correcting PNA; AID 925; actives 0.06% (n = 65,000); Potency, µM (highest dose often 46.1 µM), for the others: at the top dose activation, hits mostly activators; further: potency means the concentration at half of the fitted maximal effect; 0% is about no effect
#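 Compounds were applied for 2 days to HeLa EGFP-654 cells, 500/well in Optimem with 2% FCS. The reporter's EGFP is disrupted by mis-splicing of beta-globin intron IVS2-654. Readout: summed well GFP fluorescence from 488 nm laser scanning; reference was 500 nM antisense […] 654 PNA.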
# BRCT inh red: BRCT-phosphoprotein interaction inhibition (red fluorophore). BRCT-phosphopeptide binding, red fluorescence polarization. Potency, µM (series often up to 76.9 µM), for the others: at the top dose activity change, negative = inhibition, actives largely listed as inhibitors. actives 0.03% (n = 75,000). AID 892; further: on the % scale 0 is the no-effect control and ±100 the full control effect
#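 Rhodamine-labelled pBACH1 10-mer (100 nM) bound to BRCT domain (100 nM) at pH 7.3; compounds incubated 12 min room temperature, polarization read. Free peptide defines full inhibition; unlabelled decapeptide titrated as control.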
# UbGFP stabilizer: ubiquitin-GFP accumulation via proteasome inhibition; Ubiquitin-GFP reporter cells, proteasome inhibition, GFP fluorescence; response scale: untreated = 0%, 10 µM MG-132 = 100%; Potency, µM (titrated, usually from 45.9 µM), for the others: at the top dose activation (GFP accumulation), usual class: activators; 67,000 tested, under 10 active; AID 526; active means well fitted activation curve with a large enough effect, not every such curve was filed as active; inconclusive means small, poorly fitted or top-dose-only effect, or another doubt; inactive means no such curve, though single readings can be large or run the other way; further: potency means the concentration at half of the fitted maximal effect
#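 GFP accumulation read-out: laser plate cytometry counting ubiquitin(G76V)-GFP-expressing U2OS cells after 4 hr compound exposure at 37 °C. Titrations spanned 46 uM to 2.9 nM; 0% = basal, 100% = 10 uM MG-132; concentration-response curves fitted.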
# Hsp90 Hop PPI: changes Hsp90-Hop TPR2A binding signal, up or down. AID 595. AlphaScreen TPR2A-His6 binding biotin-Hsp90 C-terminal peptide. actives 0.44% (n = 71,000). Potency, µM (highest dose often 57 µM), inactives show top-dose activity change, negative = inhibition; active means well fitted curve in either direction with a large enough effect; inconclusive means small, poorly fitted or top-dose-only effect, or another doubt; further: potency means the concentration at half of the fitted maximal effect; on the % scale 0 is the no-effect control and ±100 the full control effect; many of its hits are not listed in these tables
# ALOX15 inhib: 15-hLO (ALOX15) enzyme inhibition; Potency, µM (top dose mostly 57.1 µM), for the others: top-dose activity change, negative = inhibition, actives largely listed as inhibitors; actives 1.4% (n = 74,000); purified 15hLO-1, xylenol orange hydroperoxide absorbance; further: potency means the concentration at half of the fitted maximal effect; on the % scale 0 is the no-effect control and ±100 the full control effect; nearly all actives have a fitted effect of over 55% in size
#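 Purified human 15hLO-1 (40 nM) in 25 mM Hepes pH 7.5, 0.01% Triton X-100, preincubated 15 min RT with compound, then 50 uM arachidonic acid for 6 min. Hydroperoxide read by ferrous/xylenol orange, 30 min; 573/405 nm absorbance ratio gave progress.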
# USP2a inh: blocks human ubiquitin-specific protease USP2a; O75604; USP2a enzymatic assay, qHTS inhibition; Potency, µM (top dose mostly 38.3 µM), inactives show at the highest dose activity change, negative = inhibition, actives largely listed as inhibitors; actives 0.1% (n = 60,000); AID 927;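 further: potency means the concentration at half of the fitted maximal effect; nearly all actives have a fitted effect of over 60% in size; plate controls were DMSO for no effect and NEM full inhibition control for full effect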
# Target sequence (O75604 whole entry, looked up): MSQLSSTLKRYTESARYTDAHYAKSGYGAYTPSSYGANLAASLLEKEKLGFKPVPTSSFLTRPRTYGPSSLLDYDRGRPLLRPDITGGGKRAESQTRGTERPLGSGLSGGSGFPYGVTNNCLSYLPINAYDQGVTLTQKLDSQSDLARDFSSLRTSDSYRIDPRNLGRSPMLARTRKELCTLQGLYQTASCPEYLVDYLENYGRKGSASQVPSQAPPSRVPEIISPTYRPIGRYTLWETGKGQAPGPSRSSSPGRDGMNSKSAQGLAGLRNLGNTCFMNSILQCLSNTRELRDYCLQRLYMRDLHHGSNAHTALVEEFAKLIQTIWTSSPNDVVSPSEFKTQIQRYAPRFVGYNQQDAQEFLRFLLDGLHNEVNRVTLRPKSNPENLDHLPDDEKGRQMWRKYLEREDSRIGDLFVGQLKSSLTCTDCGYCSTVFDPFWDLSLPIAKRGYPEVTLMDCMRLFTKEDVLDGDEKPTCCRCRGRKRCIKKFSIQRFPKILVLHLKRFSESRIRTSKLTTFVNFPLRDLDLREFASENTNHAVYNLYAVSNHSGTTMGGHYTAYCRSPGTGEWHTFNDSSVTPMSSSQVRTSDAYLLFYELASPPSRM
#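 Inhibition is measured in a cell-free coupled assay with 20 nM USP2 core, 20 nM Ub-PLA2 and 20 uM NBD C6-HPC, 2.5 h incubation. Activity normalized to NEM control.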
# BRCT PPI green: inhibitors of human BRCA1 BRCT-phosphoprotein interaction (green fluorophore); P38398; BRCA1 BRCT-phosphopeptide binding, green fluorescence polarization; Potency, µM (series often up to 76.9 µM), for the others: at the highest dose activity change, negative = inhibition, actives largely listed as inhibitors; actives 0.05% (n = 75,000);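 further: potency means the concentration at half of the fitted maximal effect; plate controls were peptide without protein for full effect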
#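 Fluorescence polarization: His-tagged BRCT (~35 kDa BRCA1 C-terminus, 250 nM) bound to 100 nM fluorescein-labeled phosphorylated 10-aa BACH1 peptide, pH 7.3 phosphate buffer with DTT and Tween 20. Compounds incubated 12 min at room temperature; inhibition read as lowered polarization.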
# An asterisk follows results filed as active; ? = inconclusive; nt = not tested or not shown; & = joins results of further samples; [ ] = remark or other dose. Unless noted, the call rests on the fitted dose curve; in most records, active means well fitted curve in the direction sought with a large enough effect; inconclusive means small, poorly fitted or top-dose-only effect, or another doubt; inactive means no such curve, though single readings can be large; an effect the other way counts as inactive or inconclusive. Some of the compounds tested; rates above refer to the full screens.
SMILES,HADH2 inhib,Pol III holo inh,GFP derepression,CRE Fsk mod,HBB splice mod,BRCT inh red,UbGFP stabilizer,Hsp90 Hop PPI,ALOX15 inhib,USP2a inh,BRCT PPI green
C=C1CC[C@H](O)C/C1=C/C=C1\CCC[C@]2(C)[C@H]1CC[C@H]2[C@@H](C)CCCC(C)C,11%[25.6 µM],-6%[25.6 µM],0%[20.6 µM],-1%[17.1 µM],1.7%[20.6 µM],0.1%[34.4 µM],4%[20.5 µM],-1%[26 µM],10%[25.6 µM],21%[17.1 µM],-3.2%[34.4 µM]
N#C/C(=C\c1ccc(O)c(O)c1)C(=O)NCCCNC(=O)/C(C#N)=C/c1ccc(O)c(O)c1,16µM*,2.5µM*,-1%,-7%,0.0%,-2.4%,-2%,2µM*,3.2µM*,-14%,-0.8%
COc1cc2c(c(OC)c1OC)-c1ccc(O)c(=O)cc1[C@@H](NC(C)=O)CC2,1%,-2%,0%[9.22 µM],?,nt,0.1%,3%,-4%,-3%[25.6 µM],nt,-6.3%
O=c1[nH]c(=O)n(Cc2ccc(F)cc2)c(O)c1C=NCCN1CCCCC1,3%,-7%,0%,?,1.9%[57.5 µM],0.8%,2%,-6%,12%,22%,1.6%
Cc1cccc(N2C(=O)CC(=O)NC2=O)c1,?,-6%,-1%,3%,-0.8%,-0.8%,5%,-4%,1%,0%,-0.2%
Cc1cc(C)c(C(=O)CN2CCOCC2)c(C)c1,-1%,2%,4%,25µM*,8.5%[1.84 µM],0.3%,7%,-4%,-7%,-7%,-1.9%
Cc1ccc2nc(N3CCN(C)CC3)[nH]c2c1,-4%,0%,-2%,-4%,1.7%[57.5 µM],0.1%,8%,3%,-5%,0%,-3.1%
Cc1cccn2c(NCC3CCCO3)c(C(C)C)nc12 (centres undefined),-4%,1%,2%,2%,nt,-0.4%,1%,-2%,8%,2%,-3.7%
CN1C(=O)N(C)C(=O)C2(Cc3ccccc3N3CCOCC32)C1=O (centres undefined),0%,0%,-2%,5%,-0.9%[57.5 µM],-0.2%,1%,-5%,4%,7%,0.1%
CCCCOC(=O)c1ccccc1C(=O)OCc1ccccc1,-8%,-1%,nt,-17%,-0.8%,-1.9%,nt,?,-5%,nt,3.3%
ClCCCCl,-1%,0%,nt,-9%,3.6%,1.6%,nt,0%,3%,nt,-0.9%
COc1ccc(OC)c(N2C(=O)NC(=O)C3(Cc4cc(C)ccc4N(C)C3)C2=O)c1 (centres undefined),-1%,0%,0%,?,7.0%[1.84 µM],1.0%,4%,0%,-6%,9%,-0.9%
CC(C)(c1ccccc1)c1ccc(O)cc1,-15%,3%,nt,?,-0.2%,-1.2%,nt,5%,-19%,nt,0.5%
C[C@H](CCC(=O)O)[C@H]1CC[C@@H]2[C@H]3CC[C@H]4C[C@@H](O)CC[C@@]4(C)[C@H]3CC[C@]21C,4%[25.6 µM],-6%[25.6 µM],0%[20.6 µM],?,-3.2%[20.6 µM],2.0%[34.4 µM],-12%[20.5 µM],-1%[26 µM],1%[25.6 µM],39%[activator][17.1 µM],1.1%[34.4 µM]
O=C(CN1CCCC1=O)N1CCOCC1,-4%,-6%,-2%,0%,-0.6%,-1.8%,12%,-4%,1%,-7%,-2.5%
CCN1CCN(c2nc3c(c(=O)[nH]2)CCCC3)CC1,6%,-6%,0%,-4%,3.9%[0.369 µM],0.1%,nt,2%,6%,2%,-0.9%
CCOP(=O)(NC(C)C)Oc1ccc(SC)c(C)c1 (centres undefined),4%,4%,nt,-5%,-0.7%,-6.6%,nt,1%,-20%,nt,-3.4%
CN1CCc2nc(CO)c(CO)cc2C1,-1%[11.4 µM],nt,nt,nt,-0.5%[9.22 µM],-2.0%[15.4 µM],nt,nt,5%[11.4 µM],nt,-2.2%[15.4 µM]
S=C=S,-7%,-2%,nt,0%,0.5%,-1.5%,nt,-4%,-1%,nt,-0.5%
CCCCC(=O)C1C(=O)NC(=O)NC1=O,10%,-7%,6%,1%,0.8%[57.5 µM],0.4%,0%,-3%,1%,-2%,-3.6%
N[C@H](Cc1o[nH]c(=O)c1Cl)C(=O)O,-2%,-5%,-1%,-14%,nt,-0.2%,1%,-3%,-19%[25.6 µM],nt,-1.2%
C=C(C)[C@H]1CN[C@H](C(=O)O)[C@@H]1CC(=O)O,-11%,-4%,1%,0%,nt,-2.3%,-2%,-4%,-8%[25.6 µM],-1%,-2.8%
Cn1c(O)c(C=NCCN2CCN(C(=O)c3ccccc3)CC2)c(=O)n(C)c1=O,-8%,-3%,4%,9%,-1.4%,0.7%,6%,-2%,3%,0%,-2.0%
C=CC#N,5%,3%,nt,-5%,0.2%,1.7%,nt,-2%,5%,nt,-2.7%
Cc1ccc2c(c1)C1CN(C)CCC1N2C(=O)COc1ccc(S(=O)(=O)N2CCOCC2)cc1 (centres undefined),13%,7%,0%,-24%,-2.9%,-0.4%,-5%,-4%,2%,10%,-2.5%
O=C(c1ccc2c(=O)n(Cc3ccc4c(c3)OCO4)c(=S)[nH]c2c1)N1CCC2(CC1)OCCO2,-6%,-3%,0%,-9%,2.2%[0.369 µM],-0.1%,nt,-2%,-18%,43%[activator],-1.5%
CN(CCc1ccc(Cl)c(Cl)c1)[C@H]1CCCC[C@H]1N1CCCC1,-1%,-4%,0%,?,nt,2.4%,3%,-3%,8%[25.6 µM],nt,-0.4%
CC(=O)O[C@H]1CC[C@@]2(C)C(=CC[C@@H]3[C@H]2CC[C@]2(C)C(=O)CC[C@H]32)C1,1%[25.6 µM],1%[25.6 µM],-1%[20.6 µM],5%[17.1 µM],0.4%[20.6 µM],0.1%[34.4 µM],4%[20.5 µM],0%[26 µM],7%[25.6 µM],-16%[17.1 µM],0.3%[34.4 µM]
Nc1cc(Cl)cc(C(=O)O)c1Cl,-2%,-4%,nt,-11%,0.2%,0.9%,nt,-2%,-9%,nt,-1.3%
O=C(c1cc2cc3ccc(Cl)cc3nc2o1)N1CCC2(CC1)OCCO2,-1%,3%,1%,3.2µM*,-0.4%,-0.8%,7%,2%,-5%,7%,0.1%
CC(C)CN1CCC2(CC1)CCN(C(=O)Oc1ccccc1)CC2,-4%,1%,2%[9.22 µM],-5%,2.3%,-1.1%,-4%,0%,-1%,-5%,-2.2%
CNCCc1c(C)n[nH]c1C,5%,-6%,1%,1%,nt,-2.0%,1%,7%,11%,2%,0.0%
Cc1ccc(N(C)C(=O)Oc2cccc3cccnc23)cc1,16%,-3%,3%,1%,0.3%,1.5%,3%,0%,-1%,4%,-3.5%
Cn1c(=O)cc(OCC(=O)N2CCN(Cc3ccc4c(c3)OCO4)CC2)c2ccccc21,8%,-2%,-2%,?,0.3%,0.0%,-1%,-6%,-4%,11%,0.0%
FC(F)(F)c1nc2ccc(SSc3ccc4nc(C(F)(F)F)[nH]c4c3)cc2[nH]1,1µM*,-5%[11.4 µM],2%[9.22 µM],3%[7.6 µM],0.6%[9.22 µM],-4.9%[15.4 µM],3%[9.17 µM],0%[11 µM],?,nt,-0.1%[15.4 µM]
CC(C)[C@@]1(NC(=O)[C@H]2C[C@H]3c4cccc5[nH]cc(c45)C[C@@H]3N(C)C2)O[C@]2(O)[C@H]3CCCN3C(=O)[C@H](Cc3ccccc3)N2C1=O,13%,-1%,-2%,-23%,0.9%,nt,2%,?,nt,nt,nt
N#Cc1ccc(N2CCNCC2)c(F)c1,-9%,-2%,-1%,-3%,nt,-0.7%,2%,-4%,7%,2%,-1.8%
CN1CCC(O)(c2ccccc2)C2CCCC21 (centres undefined),-1%,5%,6%,4%,-0.1%,-1.7%,6%,-6%,1%,0%,1.0%
COC(=O)N1CCN(C(=O)Cc2ccc(Cl)c(Cl)c2)[C@H](CN2CCCC2)C1,10%&2%,-3%&-4%,1%&-2%,?,-0.3%,-0.2%&-2.7%,4%&-3%,-4%&1%,-7%[25.6 µM],7%,-0.5%&-2.2%
CCN(CC)P(=O)(Oc1cccc(C)c1)N(CC)CC,-8%,-4%,-2%,3%,0.9%,1.3%,-9%,-2%,11%,nt,-2.2%

# Bioassay records (PubChem BioAssay)
